Compound activity (PubChem BioAssay)
MCF10A rereplic = A quantitative high throughput screen for small molecules that induce DNA re-replication in MCF 10a normal breast cells; MCF 10A DNA re-replication, Hoechst nuclear intensity, 48 h; Potency, µM (series often up to 46.1 µM), for inactives: top-dose activity, positive = re-replication, most hits filed as activators; 2.9% of 350,000 active; AID 624296, 2012; note: potency is the fitted concentration of half-maximal effect; % of control where 0% means no effect; nearly all actives have a fitted effect of over 50% in size
DRD3 agonist = qHTS of D3 Dopamine Receptor Agonist: qHTS | D(3) dopamine receptor (Homo sapiens), P35462 | D3R DiscoveRx beta-arrestin cells, luminescence, 90 min | max activation, % | 0.58% of 410,000 active | AID 652048, 2013; in the data active = max activation above about 30%; note: 0% is about no effect; mostly tested at two doses, the higher about 12 µM
Target sequence (P35462 whole entry, looked up): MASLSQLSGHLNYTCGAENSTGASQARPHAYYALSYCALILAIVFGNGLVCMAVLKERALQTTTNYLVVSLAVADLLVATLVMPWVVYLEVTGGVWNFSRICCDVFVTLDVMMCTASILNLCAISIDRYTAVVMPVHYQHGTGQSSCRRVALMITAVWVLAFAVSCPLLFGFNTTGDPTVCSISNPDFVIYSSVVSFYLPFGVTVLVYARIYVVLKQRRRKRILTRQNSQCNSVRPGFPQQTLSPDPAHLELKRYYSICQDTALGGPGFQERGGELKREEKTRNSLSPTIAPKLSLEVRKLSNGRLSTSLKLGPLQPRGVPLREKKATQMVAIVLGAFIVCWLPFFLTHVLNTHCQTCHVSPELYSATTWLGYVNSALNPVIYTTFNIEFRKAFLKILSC
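Agonist-mode cell screen: cells plated at 1500/well and incubated overnight at 37 °C, then exposed to library compounds for 90 min at 37 °C. Detection reagent was added for 30–60 min at room temperature, and luminescence was read.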
KB-V1 MDR tox = qHTS assay for MDR1-selective chemotherapeutics: Primary screen using the drug-selected MDR subline cells KB-V1. 3.4% of 400,000 active. Potency, µM (titrated, usually from 46.1 µM), for the others: at the highest dose activity change, negative = cytotoxicity, most hits filed as cytotoxic. AID 1347076, 2019. KB-V1 MDR cells viability, CellTiter-Glo, 72 h; note: potency is the fitted concentration of half-maximal effect; % is set by controls: 0 for no effect and ±100 for the full control effect; nearly all actives have a fitted effect of over 60% in size
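KB-V1 MDR subline cells in DMEM (phenol-red free, 10% FBS) exposed to compounds in qHTS concentration series for 72 h at 37 degrees C. Viability read by CellTiter-Glo luminescence; concentration-effect curves fitted after normalization and correction.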
HT1080NT lethal = qHTS for induction of synthetic lethality in tumor cells producing 2HG: qHTS for the HT-1080-NT fibrosarcoma cell line. HT-1080-NT fibrosarcoma viability, CellTiter-Glo ATP luminescence, 48 h. Potency, µM (doses to about 46.1 µM), for inactives: top-dose activity, negative = less viability, most hits filed as cytotoxic. 1.6% of 360,000 active;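 note: NT is the 2HG producing partner of a matched IDH1 knockdown line; potency is the fitted concentration of half-maximal effect; 0% = DMSO-treated cells and -100% = media-only wells without cells; nearly all actives have a fitted effect of over 55% in size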
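Fibrosarcoma NT cells, 750 per well in 5% FBS RPMI, were exposed to compound for 48 hours. Viability: CellTiter-Glo luminescence.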
HEK293 tox = qHTS of GLP-1 Receptor Inverse Agonists: Cytotox Screen | HEK293 cAMP-luciferase reporter cells, luminescence, 24 h | 0.13% of 410,000 active | Potency, µM (titrated, usually from 38.3 µM), for the others: top-dose activity change, negative = inhibition, usual class: inhibitors;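 note: loss of luciferase light is scored as toxicity; potency is the fitted concentration of half-maximal effect; % is set by controls: 0 for no effect and ±100 for the full control effect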
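Compound-treated cells are incubated 24 hr at 37 deg C under 5% CO2 after a 12 hour attachment period, then luciferase detection reagent is added and luminescence is measured following 12 min at room temperature; lowered signal indicates toxicity.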
KB-3-1 tox = qHTS assay for MDR1-selective chemotherapeutics: Primary screen using the parental adenocarcinoma cell KB-3-1 | Potency, µM (series often up to 46.1 µM), without a hit: top-dose activity change, negative = cytotoxic, actives largely listed as cytotoxic | KB-3-1 viability, CellTiter-Glo ATP luminescence, 72 h | 1.4% of 400,000 active | AID 1347075, 2019; note: potency is the fitted concentration of half-maximal effect; % is set by controls: 0 for no effect and ±100 for the full control effect; nearly all actives have a fitted effect of over 60% in size
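Here the drug-naive KB-3-1 line serves as comparator for MDR sub-line selectivity; cells received compound titrations, 72 h at 37 °C, then CellTiter-Glo readout.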
HT1080 IDH1KD tx = qHTS for induction of synthetic lethality in tumor cells producing 2HG: qHTS for the HT-1080-IDH1KD cell line; HT-1080 IDH1 knockdown viability, ATP luminescence, 48 h; Potency, µM (highest dose often 46.1 µM), for the others: top-dose activity, negative = toxicity, hits mostly cytotoxic; 2% of 360,000 active;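 note: potency is the fitted concentration of half-maximal effect; 0% = DMSO wells and -100% = cell-free medium wells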
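CellTiter-Glo luminescence after 48 h compound exposure at 37 degrees C of IDH1-knockdown HT-1080 cells in 5% FBS RPMI. %Activity scaled between DMSO wells and cell-free media wells, with curves fitted and assigned curve classes.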
IL1B secr inh = qHTS for Inhibitors of Inflammasome Signaling: IL-1-beta AlphaLISA Primary Screen; THP-1 LPS/ATP IL-1B secretion, AlphaLISA, 16 h; stronger effect = lower value; AID 743279, 2014; activity change, % at 57.5 µM; 4.7% of 360,000 active; in the data active = activity change below about -50%; inconclusive = mostly about -30% to -49%; note: % is set by controls: 0 for no effect and ±100 for the full control effect
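THP-1 cells pretreated 1 hr with compounds (up to 57.5 uM final), then stimulated with LPS (250 ng/mL final) plus ATP (1.25 mM final); secreted IL-1B measured by AlphaLISA after 16 hr, decreased signal indicating inhibition.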
SW480 rereplic = A quantitative high throughput screen for small molecules that induce DNA re-replication in SW480 colon adenocarcinoma cells; SW480 DNA re-replication, Hoechst DNA content imaging, 48 h; Potency, µM (top dose mostly 46.1 µM), for inactives: top-dose re-replication activation, actives largely listed as activators; 1.8% of 340,000 active; note: potency is the fitted concentration of half-maximal effect; % of control where 0% means no effect; nearly all actives have a fitted effect of over 55% in size
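Cells (250 per well) received 23 nL compound or DMSO by pin tool and were kept 48 hr at 37 C, 5% CO2. Nuclei were then stained with Hoechst for 40 min and scanned for DNA content.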
* marks the source's active call; other numbers are inactive results; u = inconclusive; x = no result given; [ ] = dose if it differs, or a comment. Unless noted, calls come from the whole dose curve; as a rule, active = well fitted curve in the direction sought with a large enough effect; inconclusive = small, poorly fitted or top-dose-only effect, or another doubt; inactive = no such curve, though single readings can be large; an effect the other way counts as inactive or inconclusive.

SMILES	MCF10A rereplic	DRD3 agonist	KB-V1 MDR tox	HT1080NT lethal	HEK293 tox	KB-3-1 tox	HT1080 IDH1KD tx	IL1B secr inh	SW480 rereplic
COc1ccc(S(=O)(=O)NC(CC(=O)NCC2CCCO2)c2ccco2)cc1 (stereo not given)	1.2%	6.1	26.7%	16.7%	-3.3%	12.0%	23.0%	-6.5	-1.9%
CCOc1ccc(Oc2ccc(Cl)cc2N)cc1	19.5%	1.0	-7.1%	8.5%	-14.7%	-24.3%	15.4%	-17.3	12.4%
COCn1c(-c2ccc(OC)cc2)nc2ccccc21	17.8%	1.0	-9.0%	-17.2%	-15.8%	6.9%	-21.9%	-20.3	-4.2%
Cc1cc(C)n(C(=O)c2c([N+](=O)[O-])c(C)nn2C)n1	-0.9%	-4.9	-18.2%	0.6%	11.1%	-1.1%	-12.0%	-10.8	-0.2%
O=c1c(-c2ccc(O)cc2O)coc2cc(O)cc(O)c12	11.2%	28.2	11.9%	2.1%	-3.4%	0.0%	-1.1%	0.6	-10.2%
CC1=C(C#N)C(c2ccccc2)C2=C(N1)c1ccccc1C2=O (stereo not given)	1.46µM*	-9.8	3.26µM*	u	-20.2%	2.06µM*	1.5%	-18.3	8.2µM*
CCOC(=O)CN1CC23C=CC(O2)C(C(=O)Nc2ccc(C(C)=O)cc2)C3C1=O (stereo not given)	u	-6.2	0.6%	27.0%	2.2%	1.0%	-1.5%	1.9	-2.9%
COC(=O)/C=C1\NCCNC1=O	1.6%	3.9	9.0%	0.2%	-14.2%	13.6%	0.5%	13.7	-10.6%
CCC1(C)Cc2ccccc2-c2nc(NCCCO)[nH]c(=O)c21 (stereo not given)	17.1%	-13.4	5.4%	-15.4%	-1.1%	u	-15.0%	-8.5	-1.9%
Cc1ccc(CNC(=O)CN2C(=O)NC(C)(c3ccc(Cl)cc3)C2=O)cc1 (stereo not given)	1.5%	-4.3	0.3%	-6.4%	-6.3%	-6.7%	-2.1%	-51.8*	6.9%
C[C@H]1CN([C@@H](C)CO)C(=O)Cc2cc(NC(=O)C3CC3)ccc2O[C@H]1CN(C)Cc1ccc(C(=O)O)cc1	23.1%	-10.1	0.2%	11.1%	1.5%	-8.3%	12.9%	-6.2	1.7%
Cc1cc(N2O[C@]34C=C[C@]25C[C@@H](O)CC[C@]5(C)C3CC[C@]2(C)[C@@H]([C@H](C)/C=C/[C@H](C)C(C)C)CC[C@H]24)no1 (stereo not given in full)	-13.7%	9.0	11.1%	-6.8%	35.1%[activator]	0.5%	2.0%	19.8	8.5%
Cc1ccc(C(=O)NNC(=O)C2CCN(Cc3ccc(Cl)c(Cl)c3)CC2)cc1	-1.1%	-31.0	22.4%	7.3%	5.8%	4.3%	-0.2%	0.0	-1.1%
CC(C)OC(=O)CC12CN(C)CC(CC(=O)OC(C)C)(CN(C)C1)C2=O	-7.0%	-1.7	0.0%	0.9%	14.3%	8.4%	-3.2%	1.1	-7.0%
COc1ccc(-n2nc3c(c2NC(=O)C2CCCC2)CS(=O)C3)cc1 (stereo not given)	-1.8%	1.0	u	6.5%	1.9%	-5.0%	16.8%	11.9	0.0%
Cc1c(NC(=O)CSc2nnc3sc4ccccc4n23)c(=O)n(-c2ccccc2)n1C	-9.2%	-6.0	-15.9%	1.9%	16.9%	8.5%	2.9%	13.4	-3.7%
CC1=C(C(=O)N2CCOCC2)CC(CC(=O)NC2CCCC2)C(=O)N1Cc1ccc(C(C)(C)C)cc1 (stereo not given)	x	5.8	-7.6%	3.0%	6.7%	1.0%	-1.6%	-10.6	x
OCCN(CCO)c1ncnc2c1cnn2-c1ccc(F)cc1	x	6.6	-7.6%	x	2.3%	12.3%	x	x	x
CCN(C(=O)CN1CCCC(C)C1)c1c(N)n(Cc2ccccc2)c(=O)[nH]c1=O (stereo not given)	-6.3%	7.0	-6.7%	1.1%	-38.1%	12.4%	-1.2%	33.8	33.7%
COc1ccc(C2C(C(=O)c3ccc(C)o3)=C(O)C(=O)N2Cc2cccnc2)cc1 (stereo not given)	-1.1%	-20.8	6.5%	18.7%	9.8%	3.0%	-1.7%	2.4	1.6%
CCn1c(SCC(=O)Nc2ccc(OC)c(OC)c2)nnc1-c1c[nH]c2ccccc12	-0.1%	1.8	-2.6%	3.0%	-24.4%	-0.3%	5.5%	30.4	-4.7%
CCc1ccc(NC(=O)C[n+]2cc(-c3ccc(C)cc3)n3c2CCC3)cc1	4.0%	-20.1	22.6%	u	-11.9%	u	-26.4%	u	-6.9%
COc1ccc(C(=O)Nc2c(N)nc[nH]c2=O)cc1	1.5%	2.1	20.0%	u	2.8%	13.0%	13.3%	23.0	-7.0%
O=C(CNC(=O)c1ccccc1Cl)Nc1ccncc1	-1.3%	-0.3	-3.1%	1.5%[9.24 µM]	2.6%	1.1%	-0.8%	u	0.8%
O=C(COc1ccc(-c2ccccc2)cc1)NN=C1CCCC1	u	-9.7	-22.7%	-24.0%	-0.3%	-2.4%	-1.9%	-13.3	u
O=C(CC(C(=O)N1CCc2ccccc21)n1ccnc1)NCC1CCCO1 (stereo not given)	0.3%	-3.4	23.1%	-1.5%	4.0%	4.9%	-2.0%	23.7	-3.4%
CC(Oc1ccc(Cl)cc1Cl)C(=O)NCCCN1CCOCC1 (stereo not given)	0.0%	-0.4	1.9%	5.1%	-5.3%	4.8%	-0.1%	-11.5	-2.5%
CCOC(=O)CSc1nc(N)c2c3c(sc2n1)CCCC3	23.5%	2.0	7.1%	11.4%	-12.2%	-3.4%	1.2%	24.3	0.6%
Cn1c(O)c(N=NC(=O)CNC(=O)c2ccco2)c2ccccc21	5.4%	-0.4	9.7%	-2.7%	1.6%	-5.6%	-3.5%	7.9	0.2%
Cc1nc2ccc([N+](=O)[O-])cc2[nH]1	-1.7%	-2.2	-13.2%	8.3%	1.6%	u	9.3%	24.4	-1.6%
COc1cc(/C=N/NC(=O)c2ccc3ccccc3c2)ccc1Oc1ccc([N+](=O)[O-])cn1	-4.6%	1.2	u	-17.9%	4.1%	u	-2.1%	-28.5	-4.9%
O=C1CC(C(=O)Nc2cccc(F)c2)n2ncnc2N1 (stereo not given)	6.7%	2.4	3.8%	1.1%	0.0%	2.2%	12.8%	-14.0	7.8%
O=C(Nc1cccc(S(=O)(=O)N2CCCCC2)c1)c1ccc(OCC2CCCO2)cc1 (stereo not given)	7.4%	-2.0	8.2µM*	-11.5%	0.9%[7.66 µM]	-14.5%	-11.2%	-14.5	6.3%
Cc1cc(C)cc(NC(=O)C(OC(=O)c2ccc([N+](=O)[O-])o2)c2ccccc2)c1 (stereo not given)	u	3.1	-10.4%	17.1%	3.9%	11.4%	16.7%	u	-0.2%
CCOC(=O)c1ccc(NC(=O)c2nc[nH]c2C(=O)N[C@H](C)CO)cc1	x	-1.0	-16.1%	-1.3%	2.3%	u	-13.5%	0.0	x
OC(COCCC12CC3CC(CC(C3)C1)C2)CN1CCCCC1 (stereo not given)	10.4%	-28.2	u	u	-19.3%	-13.5%	u	-12.0	1.4%
CCCOc1cccc(C2/C(=C(\O)c3ccc4c(c3)OCCO4)C(=O)C(=O)N2CCCn2ccnc2)c1 (stereo not given)	6.7%	6.3	28.5%	11.4%	5.0%	9.9%	11.8%	7.2	u
Cc1nnc(N/N=C/c2c[nH]c3ccccc23)[nH]c1=O	14.9%	-9.3	3.6%	-3.1%	17.9%	17.9%	8.8%	0.0	0.7%
O=C(N/N=C/c1ccc(OCc2cnc(Cl)s2)cc1)c1ccncc1	-2.3%	0.0	12.5%	2.2%	7.6%	-0.4%	3.6%	1.1	3.2%
CCOP(=O)(NC12CC3CC(CC(C3)C1)C2)NC12CC3CC(CC(C3)C1)C2	-2.6%	3.0	-18.0%	11.8%	-2.4%	u	1.2%	5.7	-12.4%
O=C1Nc2ccccc2/C1=C/c1cnc(-c2ccccc2)[nH]1	-2.8%	-13.6	-18.0%	u	49.8%[activator]	-2.5%	u	21.1	-21.9%
COc1ccc(N2C(=O)C3CCCN3C2c2ccc(Cl)cc2)cc1 (stereo not given)	5.6%	3.5	0.0%	11.7%	-5.3%	3.8%	7.6%	0.7	-5.0%
O=C(Nc1ccccc1C(=O)Nc1ccccc1)c1ccco1	3.0%	3.0	-5.8%	6.5%	8.5%	11.9%	1.0%	18.7	-1.1%

Given as labelled records: 3 of the compounds above.
O=C1Nc2ccccc2/C1=C/c1cnc(-c2ccccc2)[nH]1
  MCF10A rereplic: -2.8% | DRD3 agonist: -13.6 | KB-V1 MDR tox: -18.0% | HT1080NT lethal: u | HEK293 tox: 49.8%[activator] | KB-3-1 tox: -2.5% | HT1080 IDH1KD tx: u | IL1B secr inh: 21.1 | SW480 rereplic: -21.9%
COc1ccc(N2C(=O)C3CCCN3C2c2ccc(Cl)cc2)cc1 (stereo not given)
  MCF10A rereplic: 5.6% | DRD3 agonist: 3.5 | KB-V1 MDR tox: 0.0% | HT1080NT lethal: 11.7% | HEK293 tox: -5.3% | KB-3-1 tox: 3.8% | HT1080 IDH1KD tx: 7.6% | IL1B secr inh: 0.7 | SW480 rereplic: -5.0%
O=C(Nc1ccccc1C(=O)Nc1ccccc1)c1ccco1
  MCF10A rereplic: 3.0% | DRD3 agonist: 3.0 | KB-V1 MDR tox: -5.8% | HT1080NT lethal: 6.5% | HEK293 tox: 8.5% | KB-3-1 tox: 11.9% | HT1080 IDH1KD tx: 1.0% | IL1B secr inh: 18.7 | SW480 rereplic: -1.1%

No enrichment for hits; about 11% have a hit in one of these screens.
